Assay outcomes: PubChem, National Center for Advancing Translational Sciences (NCATS)
NPC1 promoter act – qHTS Assay for NPC1 Promoter Activators; Potency, µM (highest dose often 9.22 µM), inactives show at the highest dose activation, usual class: activators; Huh7 NPC1 promoter luciferase reporter, 24 h; hit rate 2.4% among 320,000;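 note: potency is the fitted concentration of half-maximal effect; % of control where 0% means no effect; nearly all actives have a fitted effect of over 60% in size; reporter is driven by a mutant NPC1 promoter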
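Luminescence read-out of NPC1 promoter-driven luciferase in stably transfected Huh7 cells; compounds delivered in DMSO and left 24 h at 37C, 5% CO2, qHTS titration format.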
p53 reactivation – qHTS assay for re-activators of p53 using a Luc reporter | H1299 p53-A138V BP100-luciferase reporter, luminescence, 24 h | Potency, µM (doses to about 92.2 µM), for inactives: at the top dose activity change, positive = activation, usual class: activators | hit rate 0.063% among 320,000 | AID 504706, 2011; note: potency is the fitted concentration of half-maximal effect; % of control where 0% means no effect; nearly all actives have a fitted effect of over 45% in size
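H1299 (p53-null), stable ts p53-A138V + BP100-Luc; 1000 cells/well, Opti-MEM/10% FBS; cpd 4 pt, 1:5; 24 h, 37 deg C, 5% CO2; detection reagent 10 min RT; luminescence.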
ELG1 genotoxic – qHTS screen for small molecules that induce genotoxicity in human embryonic kidney (HEK293T) cells expressing luciferase-tagged ELG1. HEK293T ELG1-luciferase reporter, luminescence, 16 h. Potency, µM (titrated, usually from 46 µM), without a hit: at the top dose activity change, positive = activation, usual class: activators. hit rate 1.3% among 330,000. AID 504466, 2011; note: potency is the fitted concentration of half-maximal effect; % of control where 0% means no effect; nearly all actives have a fitted effect of over 60% in size
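Cells (2,000/well) expressing the ELG1-luciferase fusion are dosed by pin tool and kept 16 hr at 37 °C, 5% CO2. Signal comes from ONE-Glo luciferase reagent after 30 min at room temperature.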
TRPV1 agonist – HTS Assay for Compounds that Act as Agonists of the Vanilloid Receptor 1 | hit rate 0.19% among 320,000 | AID 540275, 2011 | TRPV1-expressing cells, Fluo-8 calcium influx, agonist mode | Transient receptor potential cation channel subfamily V member 1 (Homo sapiens), Q8NER1 | activation, % at 8.33 µM; in the data active = activation above about 80%; inconclusive = between about 30% and that limit; note: 0% is about no effect
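Fluo-8 calcium influx in TRPV1-expressing cells, kinetic read (ex 480/em 520 nm). Compound added and read 3 min for agonist activity, followed by capsaicin at EC20 final and 2 min further read for enhancement.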
Tb PFK inh – qHTS Assay to Find Inhibitors of T. brucei phosphofructokinase. hit rate 0.17% among 330,000. AID 485367, 2010. T. brucei PFK, ADP-Glo luminescence. Potency, µM (highest dose often 57.5 µM), inactives show at the top dose activity, negative = inhibition, actives largely listed as inhibitors. ATP-dependent 6-phosphofructokinase (Trypanosoma brucei brucei), O15648;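 note: potency is the fitted concentration of half-maximal effect; 0% = uninhibited 1x PFK enzyme wells and -100% = no-enzyme wells; nearly all actives have a fitted effect of over 60% in size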
Target sequence (O15648 whole entry, looked up): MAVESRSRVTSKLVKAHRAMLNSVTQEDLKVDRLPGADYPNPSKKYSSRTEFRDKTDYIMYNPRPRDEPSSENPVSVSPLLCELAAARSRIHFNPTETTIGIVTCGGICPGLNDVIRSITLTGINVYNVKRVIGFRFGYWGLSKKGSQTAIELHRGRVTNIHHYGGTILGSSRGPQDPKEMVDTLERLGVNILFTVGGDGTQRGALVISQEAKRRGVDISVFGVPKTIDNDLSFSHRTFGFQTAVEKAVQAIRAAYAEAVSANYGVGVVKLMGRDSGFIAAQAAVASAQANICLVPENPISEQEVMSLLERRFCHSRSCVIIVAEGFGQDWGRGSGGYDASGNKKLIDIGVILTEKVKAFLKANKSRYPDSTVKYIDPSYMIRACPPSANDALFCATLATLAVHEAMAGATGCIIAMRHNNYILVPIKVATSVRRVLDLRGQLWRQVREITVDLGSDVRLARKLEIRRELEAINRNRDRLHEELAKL
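ADP-Glo luminescence quantified ADP after 45 min at room temperature, with 1.25 nM T. brucei PFK, 0.1 mM ATP and 0.5 mM fructose-6-phosphate in pH 8.0 TEA buffer. qHTS titrations up to 57 µM; curves classified by quality.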
VP16 counter – VP16 counterscreen qHTS for inhibitors of ROR gamma transcriptional activity. Drosophila S2 Gal4-VP16 UAS-luciferase, luminescence, 20 h. Potency, µM (highest dose often 53.6 µM), inactives show at the highest dose activity, negative = inhibition, usual class: inhibitors. hit rate 3.5% among 310,000. AID 2546, 2010;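 note: Gal4-VP16 expression switched on by copper sulfate through the metallothionein promoter; potency is the fitted concentration of half-maximal effect; % is set by controls: 0 for no effect and ±100 for the full control effect; nearly all actives have a fitted effect of over 50% in size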
ELG1 repair inh – qHTS screen for small molecules that inhibit ELG1-dependent DNA repair in human embryonic kidney (HEK293T) cells expressing luciferase-tagged ELG1 | HEK293T ELG1-luciferase reporter, luminescence, 16 h; DNA damage induced by 5-fluorouridine | Potency, µM (doses to about 46.1 µM), inactives show at the top dose activity change, negative = inhibition, actives largely listed as inhibitors | hit rate 2.3% among 330,000 | AID 504467, 2011; note: potency is the fitted concentration of half-maximal effect; % is set by controls: 0 for no effect and ±100 for the full control effect; nearly all actives have a fitted effect of over 55% in size
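Reporter activity after DNA damage by 5-fluorouridine is monitored. Compound-treated cells incubate 16 hr at 37 °C, then ONE-Glo is added for 30 min before luminescence reading.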
FLuc counter – qHTS profiling assay for firefly luciferase inhibitor/activator using purifed enzyme and Km concentrations of substrates (counterscreen for miR-21 project); purified FLuc, Km substrates, luminescence inhibition; Potency, µM (highest dose often 57.5 µM), inactives show at the top dose activity change, negative = inhibition, most hits filed as inhibitors; hit rate 6.9% among 360,000; AID 588342, 2011;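 note: potency is the fitted concentration of half-maximal effect; plate controls were vehicle for no effect and reference inhibitor for full effect; nearly all actives have a fitted effect of over 55% in size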
Target sequence (P08659 whole entry, looked up): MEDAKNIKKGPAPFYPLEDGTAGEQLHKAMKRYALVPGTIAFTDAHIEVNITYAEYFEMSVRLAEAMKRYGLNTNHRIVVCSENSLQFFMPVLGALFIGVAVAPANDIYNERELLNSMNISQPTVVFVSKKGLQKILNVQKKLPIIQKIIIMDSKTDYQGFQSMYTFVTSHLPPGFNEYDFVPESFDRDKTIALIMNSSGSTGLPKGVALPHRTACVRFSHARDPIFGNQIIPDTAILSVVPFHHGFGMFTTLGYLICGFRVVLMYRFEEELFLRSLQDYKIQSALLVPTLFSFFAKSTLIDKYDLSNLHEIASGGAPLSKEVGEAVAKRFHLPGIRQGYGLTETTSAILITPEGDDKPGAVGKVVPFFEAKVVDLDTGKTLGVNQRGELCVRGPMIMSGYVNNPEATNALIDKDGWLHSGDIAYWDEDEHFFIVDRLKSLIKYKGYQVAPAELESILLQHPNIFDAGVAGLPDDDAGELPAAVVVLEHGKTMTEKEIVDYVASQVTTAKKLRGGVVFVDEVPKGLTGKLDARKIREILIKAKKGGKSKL
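Purified P. pyralis luciferase (10nM final) with 10uM D-luciferin and 10uM ATP (Km levels) in 50mM Tris acetate pH 7.5, 10mM Mg acetate, 0.01% Tween-20, 0.05% BSA; qHTS 6-point titration, ~60 µM downward; luminescence read.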
BRCA1 expr act – qHTS Assay to Identify Small Molecule Activators of BRCA1 Expression; hit rate 1.1% among 380,000; Potency, µM (top dose mostly 46.1 µM), inactives show top-dose activation, most hits filed as activators; MCF7-BRCA1-FFLuc reporter, luminescence, 48 h; response scale: scaled: vehicle 0%, 10 µM genistein 100%; note: potency is the fitted concentration of half-maximal effect; nearly all actives have a fitted effect of over 80% in size; some results filed as inactive show a strong effect at the top dose
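MCF7 cells carrying a BRCA1-firefly luciferase reporter (2000 cells/well, phenol-red free MEM) were attached for 2 h at 37 °C, then given compounds for 48 h. Luminescence was read 15 min after luciferase reagent; activity normalized to genistein (10 microM) and DMSO.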
RORg inh – qHTS for inhibitors of ROR gamma transcriptional activity; Nuclear receptor ROR-gamma (Mus musculus), P51450; Drosophila S2 Gal4-RORgamma UAS-luciferase reporter, 20 h; hit rate 5.4% among 310,000; Potency, µM (series often up to 53.6 µM), for inactives: top-dose activity change, negative = inhibition, actives largely listed as inhibitors; note: potency is the fitted concentration of half-maximal effect; % is set by controls: 0 for no effect and ±100 for the full control effect; nearly all actives have a fitted effect of over 60% in size
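Schneider cells (Drosophila), stable Gal4 DBD–ROR gamma + UAS-luc; 1 hr cmpd preincubation; Cu2+ induction 700 uM final; 20 hr ambient; luminescence.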
Rab9 promoter act – qHTS Assay for Rab9 Promoter Activators; Huh7 Rab9 promoter-luciferase reporter, luminescence, 24 h; Potency, µM (doses to about 9.22 µM), inactives show at the highest dose activation, negative = inhibition, hits mostly activators; hit rate 2.8% among 320,000; AID 485297, 2010; note: potency is the fitted concentration of half-maximal effect; % of control where 0% means no effect; nearly all actives have a fitted effect of over 60% in size
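Quantitative HTS format; Huh7 Rab9-luciferase reporter cells (1500/well) receive compound 2 h post-plating, incubate 24 h at 37 °C, then get luciferase reagent for 10 min before luminescence reading.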
Active calls of the source: *; ? = inconclusive; · = no result given; & = joins results of further samples; [ ] = remark or other dose. Unless noted, calls come from the whole dose curve; as a rule, active = well fitted curve in the direction sought with a large enough effect; inconclusive = small, poorly fitted or top-dose-only effect, or another doubt; inactive = no such curve, though single readings can be large; an effect the other way counts as inactive or inconclusive.

SMILES	NPC1 promoter act	p53 reactivation	ELG1 genotoxic	TRPV1 agonist	Tb PFK inh	VP16 counter	ELG1 repair inh	FLuc counter	BRCA1 expr act	RORg inh	Rab9 promoter act
CN(C)S(=O)(=O)c1cccc(NC(=O)c2ccc3nccnc3c2)c1	1%	3%	-14%	8	3%	-5%	?	?	40%	?	-2%
COc1cccc(NC(=O)CN(C)S(=O)(=O)c2ccc3[nH]c(=O)oc3c2)c1	3%	0%	-1%	2	-2%	0%	18%	7%	11%	2%	1%
COc1ccc(OC)c(C(=O)NC(CC(N)=O)c2ccc(NCCN3CCCC3)c([N+](=O)[O-])c2)c1 (centres undefined)	-1%	11%	-3%	-3	2%	2%	-15%	0%	5%	8%	-1%
Nc1cccnc1S(=O)(=O)c1ccccc1	1%	-4%	-3%	-1	18%	-1%	6%	-3%	22%	12%	-5%
CN(Cc1ccccc1)C(=S)Nc1ccc2nc3n(c(=O)c2c1)CCCCC3	-4%	-2%	-3%	0	-2%	17%	-15%	-8%	-1%	30%	-3%
COC(=O)c1ccc(/C=C/C(=O)OCC(=O)Nc2ncc(Cl)cc2Cl)cc1	1%	11%	-1%	0	-2%	·	5%	-7%	-34%	·	2%
Cc1ccc(O)c(C(=O)CC(=O)c2ccccc2Cl)c1	13%	4%	4%	7	0%	13µM*	2%	-20%	-36%	7.1µM*	?
CCOC(=O)C1=C(C)N=c2s/c(=C\C(=O)OC)c(=O)n2C1c1ccc(OC)cc1 (centres undefined)	-3%	0%	10%	3	-3%	16%	8%	-2%	5%	?	3%
Cc1cccc(CNc2ncnc3ccc(-c4ccoc4)cc23)c1	9%&2%	-9%	-5%	28	-5%&-1%	5%	?	-13%&3%	-2%	0%	-8%&-2%
COc1ccc(-n2c(SCC(=O)N3CCOCC3)nc(O)c(Cc3ccccc3)c2=O)cc1	-1%	-3%	-2%	1	1%	-3%	12%	2%	-7%	15%	6%
CC(C)[C@H](NC(=O)N1CCn2c1nc1ccccc12)C(=O)N1CCCCC1	0%	-4%	0%	2	-2%	-7%	3%	1%	-23%	-6%	6%
O=[N+]([O-])c1ccc(Nc2ccccc2)nc1	-1%	6%	5%	-1	4%	-5%	?	-3%	32%	12%	2%
CCOC(=O)C1(Cc2ccccc2C(F)(F)F)CCN(C2CCCC2)CC1	-2%	7%	1%	5	-1%	-6%	1%	-1%	3%	-9%	-2%
O=C(Nc1nc2c(s1)CCc1ccccc1-2)c1ccco1	?	4%	11%	?	-8%	-10%	?	17µM*	-39%	?	?
CCCCCn1nc(C)c(/C=N\NC(=O)c2cc(C)oc2C)c1C	13%	21%	2%	5	6%	6%	?	19µM*	16%	?	12%
COc1cc(-c2nnc(NC(=O)C3=COCCO3)o2)cc(OC)c1OC	2%	2%	11%	0	2%	·	9%	4%	-7%	·	1%
CC(Sc1nnnn1-c1ccc(O)cc1)C(=O)NC1CCCCC1C (centres undefined)	1%	-8%	-8%	4	3%	-9%	-14%	-1%	-26%	14%	4%
Cc1cc(Cl)ccc1Nc1ncccc1C(N)=O	26%	?	?	1	6%	3%	?	15µM*	4.5µM*	?	?
COc1c(C)cc(C(=O)C2CCCN(C(=O)c3cc(C)n(C)n3)C2)cc1C (centres undefined)	2%	25%	6%	4	-3%	5%	?	1%	-3%	2%	-2%
CCN(CC(=O)Nc1c(F)cccc1F)C(=O)c1ccc(Cl)c(S(=O)(=O)N2CCCC2)c1	-1%	0%	1%	4	6%	·	7%	6%	-11%	·	-3%
CCCNC(=O)c1ccc2c(=O)c(O)c(C)[nH]c2c1	3%	-3%	4%	6	1%	-2%	27%	2%	9%	-6%	-6%
COc1ccc(C2C(C#N)=C(N)OC(C(C)(C)C)=C2C#N)cc1OC (centres undefined)	4%	-4%	1%	0	0%	4%	3%	-1%	-4%	-1%	0%
CCOc1ccc(NC(=O)N2CCC(c3ccc(C)cc3)C2)cc1 (centres undefined)	14%	7%	5%	?	-4%	0%	30%	-7%	67%	38%	-1%
COc1ccc(-n2c(=S)[nH]c3cc(C(=O)NCCCN4CCOCC4)ccc3c2=O)cc1OC	-2%	5%	-3%	1	-1%	4%	24%	1%	14%	-15%	-1%
COc1ccc(CNC(=O)c2ccc(NC(=O)CC3SC(N4CCCCC4)=NC3=O)cc2)cc1 (centres undefined)	-2%	19%	6%	-2	0%	0%	1%	?	-14%	24%	0%
CCCN(CC(=O)Nc1ccc(C)cc1Br)CC(=O)Nc1ccc(F)c(F)c1F	-3%	11%	-2%	24	0%	?	?	-1%	-49%	-102%	-9%
COC(=O)C1CSC(C(=O)OC)N1C(=O)Nc1ccc(Cl)cc1 (centres undefined)	1%	-2%	-1%	-1	-1%	-1%	-2%	4%	-9%	3%	3%
Cc1cc(C)n2cc(CSC3=NCCS3)nc2n1	9%	8%	2%	0	0%	-7%	1%	-3%	-4%	-12%[10 µM]	1%
O=c1c2ccccc2nc(/C=C/c2cccnc2)n1CCc1ccccc1	0%	-1%	-8%	?	?	-3%	?	?	-27%	29%	-3%
CC1C(=O)C(C)C(c2cccs2)NC1c1cccs1 (centres undefined)	-2%	10%	-1%	-18	0%	-22%	23%	11%	-1%	-3%	0%
CSc1cccc(NC(=S)N2CCCN(Cc3cccc(Cl)c3)C2)c1	0%	13%	-10%	5	-11%	?	?	-8%	-49%	10µM*	-4%
COC(=O)c1ccc(N2C(=O)c3cc(N4CCOCC4)c([N+](=O)[O-])cc3C2=O)cc1	-1%	6%	1%	0	0%	3%	-5%	2%	-12%	-5%	10%
O=C(Nc1ccc2c(c1)OCCO2)C1c2ccccc2C(=O)N2CCc3ccccc3C12 (centres undefined)	1%	-2%	6%	2	-3%	-3%	9%	-1%	0%	?	5%
CCOC(=O)CSc1nc2c(sc(=S)n2-c2ccccc2)c(=O)[nH]1	-4%	3%	-1%	-2	2%	5%	-3%	1%	-25%	24%	-6%
COc1ccc(CN(C)C(=O)c2cc(-c3ccc(OC)c(OC)c3)nc3ccccc23)c(OC)c1	-3%	3%	7%	1	1%	-3%	2%	1%	-40%	14%	0%
Cc1cccc(NS(=O)(=O)c2ccc(C)c(C(=O)N(C)C)c2)c1	0%	-7%	0%	0	-2%	·	0%	-1%	-19%	·	-5%
CCN(CC)c1ccc(C(=O)OCC(=O)NCC2CCCO2)cc1 (centres undefined)	-1%	-4%	0%	0	3%	16%	-2%	0%	-4%[1.84 µM]	6%	-2%
Cc1ccc(CNC(=O)COC(=O)C2CC2)cc1	0%	?	3%	6	-3%	·	?	·	8%	·	-4%
COc1ccc(NC(=O)C2c3cc(OC)c(OC)cc3C(=O)N(C)C2c2cccnc2)cc1OC (centres undefined)	-8%	-3%	7%	-1	1%	-8%	-9%	0%	0%	-4%	9%
CCOc1ccc(NC(=O)CN(C)C(=O)CSc2ccccc2)cc1OCC	-2%	-4%	-2%	-1	0%	·	3%	7%	2%	·	0%
Cc1nc2sc(C(c3cccc(F)c3)N3CC(C)OC(C)C3)c(O)n2n1 (centres undefined)	-1%	4%	1%	1	0%	1%	1%	0%	-5%	-27%	4%
COc1ccc2ccccc2c1CNCc1ccc(C)cc1	0%	-25%	-8%	17	-2%	-8%	-14%	2%	6%	-23%	8%
COc1cccc(CNc2nc3nc4c(c(=O)n3[nH]2)CCC4)c1	-3%	-10%	-1%	3	-3%	-11%	5%	-1%	6%	0%	-4%
COC(=O)CNC(=O)C12CC3CC(C1)CC(c1ccc(C)cc1)(C3)C2	-4%	-2%	-1%	16	-2%	5%	-3%	0%	0%	-25%	-5%

Pulled by compound from the entries so far:
SMILES	NPC1 promoter act	p53 reactivation	ELG1 genotoxic	TRPV1 agonist	Tb PFK inh	VP16 counter	ELG1 repair inh	FLuc counter	BRCA1 expr act	RORg inh	Rab9 promoter act
COc1ccc(CN(C)C(=O)c2cc(-c3ccc(OC)c(OC)c3)nc3ccccc23)c(OC)c1	-3%	3%	7%	1	1%	-3%	2%	1%	-40%	14%	0%
COC(=O)CNC(=O)C12CC3CC(C1)CC(c1ccc(C)cc1)(C3)C2	-4%	-2%	-1%	16	-2%	5%	-3%	0%	0%	-25%	-5%
